LDHA block: qHTS assay for inhibitors of human lactate dehydrogenase; L-lactate dehydrogenase A chain (Homo sapiens), P00338; activity change, % (values are at about 110 or 230 µM); hit rate 0.15% among 480,000; purified LDHA, NADH/diaphorase-resazurin fluorescence; stronger effect = lower value; in the data active means activity change below about -30%; inconclusive means mostly about -25% to -30%;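 further: plate controls were DMSO wells for no effect and wells without enzyme for full effect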
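Human LDH5 at 2 nM final in Tris HCl pH 7.4 with 0.06 mM NADH and 0.2 mM pyruvate, reacted 5 minutes at room temperature. Remaining NADH coupled via diaphorase/resazurin; resorufin fluorescence read at 0 and 20 minutes, normalized to enzyme-free and DMSO wells.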
12-LOX inh: Primary qHTS assay for inhibitors of human arachidonate 12S-lipoxygenase (ALOX12): Round 2 | purified 12hLO, xylenol orange hydroperoxide absorbance | Potency, µM (top dose mostly 108 µM), without a hit: at the top dose activity change, negative = inhibition, actives largely listed as inhibitors | hit rate 1.1% among 580,000; further: potency means the concentration at half of the fitted maximal effect; on the % scale 0 is the no-effect control and ±100 the full control effect
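Hydroperoxide product was detected by ferrous iron/xylenol orange as the 573 to 405 nm absorbance ratio. Arachidonic acid at 40 uM (final) was turned over for 30 min at room temperature by 150 nM human 12hLO, pH 7.0 Hepes buffer, after 15 min compound preincubation.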
Vif-APOBEC3F blk: qHTS for Inhibitors of Vif-A3F Interactions: qHTS. HeLa A3F-eYFP + Vif (tagged APOBEC3F with the HIV-1 protein that degrades it), YFP fluorescence increase. Potency, µM (series often up to 46.1 µM), inactives show at the highest dose activity, negative = active. hit rate 0.2% among 390,000. AID 602313, 2012; further: potency means the concentration at half of the fitted maximal effect; % of control where 0% means no effect; nearly all actives have a fitted effect of over 65% in size
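Fluorescence increase (Ex 488/Em 500-530) after overnight compound treatment at 37 deg C flags inhibition of Vif-driven A3F-eYFP loss in stable HeLa A3F-eYFP/Vif cells seeded overnight beforehand.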
Vif-APOBEC3G blk: qHTS for Inhibitors of Vif-A3G Interactions: qHTS | DNA dC->dU-editing enzyme APOBEC-3G (Homo sapiens), Q9HC16 | HeLa A3G-eYFP + Vif (tagged APOBEC3G with the HIV-1 protein that degrades it), YFP fluorescence, overnight | Potency, µM (highest dose often 46.1 µM), inactives show at the top dose activity, negative = active, hits mostly inhibitors | hit rate 0.076% among 410,000 | AID 602310, 2012;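 further: potency means the concentration at half of the fitted maximal effect; on the % scale 0 is the no-effect control and ±100 the full control effect; nearly all actives have a fitted effect of over 60% in size; hits raise eYFP signal because A3G escapes Vif-driven loss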
Target sequence (Q9HC16 whole entry, looked up): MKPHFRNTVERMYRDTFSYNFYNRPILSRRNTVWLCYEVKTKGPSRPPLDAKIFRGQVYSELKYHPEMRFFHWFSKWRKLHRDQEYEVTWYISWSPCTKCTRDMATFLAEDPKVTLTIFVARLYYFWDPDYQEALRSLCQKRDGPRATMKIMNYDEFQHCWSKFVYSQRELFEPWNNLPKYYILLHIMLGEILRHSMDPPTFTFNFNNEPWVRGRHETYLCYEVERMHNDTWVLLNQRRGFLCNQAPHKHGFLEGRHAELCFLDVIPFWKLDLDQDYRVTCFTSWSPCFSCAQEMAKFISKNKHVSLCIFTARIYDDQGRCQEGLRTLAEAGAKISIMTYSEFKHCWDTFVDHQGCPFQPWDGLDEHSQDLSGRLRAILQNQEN
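Read-out is eYFP fluorescence (Ex 488/Em 500-530) from Vif-expressing HeLa A3G-eYFP cells; more signal means A3G escaped Vif-mediated degradation. Cells plated overnight, compound pinned in, incubated overnight at 37 deg C.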
RGS4 inhibitor: Inhibitors of Regulator of G Protein Signaling (RGS) 4: qHTS; Regulator of G-protein signaling 4 (Homo sapiens), P49798; Transcreener GDP fluorescence polarization, RGS4-accelerated GTP hydrolysis; Potency, µM (top dose mostly 114 µM), inactives show at the highest dose activity change, negative = inhibition, most hits filed as inhibitors; hit rate 0.039% among 390,000; AID 504845, 2011; further: potency means the concentration at half of the fitted maximal effect; on the % scale 0 is the no-effect control and ±100 the full control effect; nearly all actives have a fitted effect of over 75% in size; some results filed as inactive show a strong effect at the top dose
Target sequence (P49798 whole entry, looked up): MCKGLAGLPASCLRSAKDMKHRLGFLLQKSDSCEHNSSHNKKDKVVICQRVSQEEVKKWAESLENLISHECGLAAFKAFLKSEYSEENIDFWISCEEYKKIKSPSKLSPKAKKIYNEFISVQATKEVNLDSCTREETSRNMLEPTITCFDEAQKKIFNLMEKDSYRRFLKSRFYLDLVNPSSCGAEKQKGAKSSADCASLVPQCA
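MLSMR compounds (23 nl, pin-transferred) preincubated 10 min at room temperature with a 500nM (2x) first reagent, then RGS4 at 900nM (2x) plus Transcreener GDP mix added; fluorescence polarization (620/688 nm) read before and after 90 min at 30 °C.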
D2 antagonist: HTS Assay for Allosteric Antagonists of the Human D2 Dopamine Receptor: Primary Screen for Antagonists; hit rate 2% among 340,000; D(2) dopamine receptor (Homo sapiens), P14416; HEK293 TREx D2 cells, calcium flux, dopamine EC80; inhibition, % at 10 µM; in the data active means inhibition above about 30%; further: 0% is about no effect
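Read-out: kinetic calcium fluorescence (1 cycle/s) in inducible HEK293 T-REx D2 cells after an EC80 dopamine addition that followed 180 s compound preincubation. Loss of the dopamine response indicates antagonism.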
ERG-DNA inh: qHTS for Small Molecule Inhibitors of the ERG Ets/DNA interaction; Potency, µM (titrated, usually from 76.9 µM), for inactives: top-dose FP activity, negative = inhibition, hits mostly inhibitors; hit rate 0.028% among 370,000; Transcriptional regulator ERG (Homo sapiens), P11308; fluorescence polarization, His-ERG Ets domain / labelled DNA; AID 624246, 2012; active means well fitted inhibition curve with a large enough effect in the polarisation, with a control signal flat; inconclusive means small, poorly fitted or top-dose-only effect, or effect the other way, or a change in a side signal; inactive means no such curve, though single readings can be large or run the other way; the % refers to the polarisation;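 further: polarization taken with two DNA probes labelled with fluorescein and Texas red; potency means the concentration at half of the fitted maximal effect; % of control where 0% means no effect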
Target sequence (P11308 whole entry, looked up, the tested form may be a part): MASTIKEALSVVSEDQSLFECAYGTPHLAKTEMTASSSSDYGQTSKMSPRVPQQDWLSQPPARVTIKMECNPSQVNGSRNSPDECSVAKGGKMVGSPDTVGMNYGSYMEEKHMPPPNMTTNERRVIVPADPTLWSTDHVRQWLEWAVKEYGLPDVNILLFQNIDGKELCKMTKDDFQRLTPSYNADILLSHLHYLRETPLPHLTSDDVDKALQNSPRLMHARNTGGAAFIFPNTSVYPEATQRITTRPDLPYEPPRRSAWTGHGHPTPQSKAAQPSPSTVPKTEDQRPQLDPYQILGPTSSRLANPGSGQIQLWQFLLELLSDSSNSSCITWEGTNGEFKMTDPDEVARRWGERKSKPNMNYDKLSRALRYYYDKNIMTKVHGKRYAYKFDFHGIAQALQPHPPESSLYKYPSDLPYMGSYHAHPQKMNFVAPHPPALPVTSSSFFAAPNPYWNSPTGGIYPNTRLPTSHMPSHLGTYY
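His-tagged ERG Ets domain (1 uM in the protein solution; 300mM KCl, 50mM Tris-HCl, 1mM EDTA, 1mM DTT, pH 7.5) received compound, then a probe mix of 5 nM fluorescein-DNA and 100nM Texas-615-DNA. Fluorescence polarization was read for both dyes.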
D2 agonist: HTS Assay for Allosteric Agonists of the Human D2 Dopamine Receptor: Primary Screen for Agonists. D(2) dopamine receptor (Homo sapiens), P14416. HEK293 T-REx D2 cells, calcium flux agonist mode. activation, % at 2 µM. hit rate 0.53% among 340,000;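 active means activation over 3 SD above normal in the single-dose calcium agonist read, cut at about 30% in these data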; further: 0% is about no effect
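Tetracycline-induced HEK293 T-REx cells with force-coupled D2 receptor, plated overnight at 30 C, loaded with no-wash calcium dye. After a 10 s baseline, compound was pin-added and calcium flux read kinetically for 180 s; calcium rises flagged agonists.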
GRP78 ERSR act: qHTS for Inducers of the Endoplasmic Reticulum Stress Response (ERSR) in Human Glioma: qHTS; U87-MG GRP78 promoter luciferase reporter, 16 h; Potency, µM, without a hit: top-dose activation, usual class: activators; hit rate 0.02% among 420,000; AID 602332, 2012; further: potency means the concentration at half of the fitted maximal effect; series mostly up to about 76 µM; % of control where 0% means no effect; nearly all actives have a fitted effect of over 35% in size
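ERSR induction read as luciferase luminescence (Bright-Glo, 10 min at room temperature) in stably transfected human U87-MG glioma cells exposed to compounds for 16 h, using GRP78 as sensor.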
Numbers without * were called inactive; ? = inconclusive; / = no result given; & = joins results of further samples; [ ] = dose if it differs, or a comment. Unless noted, the call rests on the fitted dose curve; in most records, active means well fitted curve in the direction sought with a large enough effect; inconclusive means small, poorly fitted or top-dose-only effect, or another doubt; inactive means no such curve, though single readings can be large; an effect the other way counts as inactive or inconclusive.

Fields: GRP78 ERSR act	12-LOX inh	ERG-DNA inh	RGS4 inhibitor	D2 antagonist	Vif-APOBEC3F blk	D2 agonist	LDHA block	Vif-APOBEC3G blk
> COc1cccc(OC)c1C(=O)NC(=S)Nc1cccc(NC(=O)c2ccco2)c1
  -4%	-11%	-5%	-30%	-16	2%	0.6	-8	3%
> CC(C)[C@H](NC(=O)[C@H](CCCN=C(N)N)NC(=O)NC(Cc1ccccc1)C(=O)O)C(=O)NC(C=O)CCCN=C(N)N (stereo partly drawn)
  -2%	14%	-1%	13%	-19	-5%	1.0	-13	-6%
> COc1ccc(OC)c(N2CC(O)(c3ccccc3)[N+]3=C2SCCC3)c1 (stereo not drawn)
  -4%	-10%	-7%	-8%	4	-15%	-0.7	-10	3%
> COCCNC(=O)c1cccc(S(=O)(=O)N2CC3(C)CC2CC(C)(C)C3)c1 (stereo not drawn)
  -4%	5%	-5%	32%	3	-3%	-0.4	-6	0%
> CCOC(=O)N1CCN(CC(O)COCC2=CCC3CC2C3(C)C)CC1 (stereo not drawn)
  -3%	?	-2%	-5%	-21	-6%	-0.3	-14	0%
> CCc1ccc(NC(=O)c2sc3nc(C)c(Cl)c(C)c3c2N)cc1
  1%	-16%	-4%	-21%	/	1%	-1.3	3	3%
> Nc1ccc2nn(-c3ccc(F)cc3)nc2c1
  -2%	-29%	-2%	-6%	0	3%	0.2	9	0%
> COCCNC(=S)N/N=C(\C)c1ccc(-n2ccnc2)cc1
  -2%	?	13%	-14%	22	6%	-0.1	7	0%
> COc1cccc(C(=O)N(c2ccc(C)cc2)C2C=CS(=O)(=O)C2)c1 (stereo not drawn)
  -3%	-9%	2%	-17%	-3	-14%	0.3	1	2%
> COc1ccc(S(=O)(=O)NCCC(=O)NCc2ccc(F)cc2)cc1
  -3%	14%	-3%	-16%	2	0%	-0.4	-4	0%
> NS(=O)(=O)c1ccc(CNC(=O)C2CCCN2C(=O)c2cccs2)cc1 (stereo not drawn)
  3%	3%	-5%	-13%	/	-7%	/	4	-2%
> CCOC(=O)NC(Nc1cc(C)on1)(C(F)(F)F)C(F)(F)F
  -4%	0%	11%	-9%	-6	3%	0.2	5	0%
> CC(C)(C)OC(=O)NCCCCCNC(=O)c1[nH]cnc1C(=O)Nc1ccon1
  8%	1%	-7%	-5%	-5	5%	-1.0	-2	-1%
> CN(CC(=O)NCc1ccc(Cl)cc1)S(=O)(=O)c1cccc2nsnc12
  -2%	2%	6%	4%	-13	-6%	-0.3	-1	0%
> COc1ccccc1NC(=O)N1CCc2[nH]c3ccc(F)cc3c2C1
  3%	?	-1%	-9%	-17	2%	-3.5	2	-2%
> Cc1cccc(C)c1Nc1nnc(SCC(=O)NCCCN2CCCC2=O)s1
  -3%	?	-1%	-20%	/	-3%	/	-3	1%
> COc1ccc2sc(-c3ccccc3OC)c(C#CCCO)c2c1
  -4%	?	-6%	-19%	-15	-7%	-0.7	1	-8%
> Cc1cc(C)cc(NC(=O)Cn2cnc3c(nnn3Cc3ccc(F)cc3)c2=O)c1
  -3%	-5%	8%	-9%	/	-1%	/	-17	-3%
> O=C(CN1C(=O)C2C3C=CC(C3)C2C1=O)OCC(=O)c1ccccc1 (stereo not drawn)
  -5%	-8%	-13%	13%	/	-6%	/	-1	0%
> CN1CCN(Cc2c(O)ccc3cc(-c4ccc(Cl)cc4)c(=O)oc23)CC1
  0%	?	-1%	-48%	/	-1%	1.9	-4	11%
> CN1CCC(N(C)C(=O)c2ccc(Cl)c(S(=O)(=O)Nc3ccc(Cl)cc3)c2)CC1
  -3%	-26%	3%	-7%	/	-14%	/	-16	-1%
> O=C(NCCc1ccccc1)c1cc2sccc2n1Cc1ccc(F)cc1
  -3%	-16%	1%	18%	/	3%	4.1	-1	-4%
> CCN(CC)S(=O)(=O)c1cccc(NC(=O)COC(=O)c2cc(C)oc2C)c1
  -3%	-1%	5%	17%	-7	-4%	-0.9	-3	2%
> CCOC(=O)c1cnc(SC)nc1Oc1cccc(NC(=O)c2cccc(Cl)c2Cl)c1
  -6%	4%	1%	6%	-6	-9%	1.5	-7	0%
> O=C(NCCc1ccc(F)cc1)Nc1ccccc1Cl
  3%	0%&-25%	-8%	-10%	-5	-4%	0.3	-2&-2	-2%
> Cc1c(NC(C)C)c(=O)n(-c2ccccc2)n1C
  -3%&-4%&-4%	?	0%	23%	-9	6%	1.2	-20	-5%
> CCS(=O)(=O)C(=C1NCCO1)S(=O)(=O)CC
  -3%	0%	12%	3%	-13	-13%	1.5	-2	0%
> CC(C#N)(NC(=O)COC(=O)c1ccccc1NCCO)C1CC1 (stereo not drawn)
  -4%	-25%	0%	-22%	-1	2%	-0.5	3	0%
> CCN1CCN(c2ccc(S(=O)(=O)N3CCOCC3)cc2NC(=O)/C=C/c2ccc(OC)c(OC)c2)CC1
  -5%	?	11%	-28%	-10	2%	0.0	-2	1%
> CCN(CC)C(=O)c1c(-c2ccccc2)c(-c2ccccc2)nn(C)c1=O
  -3%	-7%	-3%	-14%	/	5%	/	-9	2%

Molecules shown so far containing two or more sulfur atoms (4):
Fields: GRP78 ERSR act	12-LOX inh	ERG-DNA inh	RGS4 inhibitor	D2 antagonist	Vif-APOBEC3F blk	D2 agonist	LDHA block	Vif-APOBEC3G blk
> NS(=O)(=O)c1ccc(CNC(=O)C2CCCN2C(=O)c2cccs2)cc1 (stereo not drawn)
  3%	3%	-5%	-13%	/	-7%	/	4	-2%
> CN(CC(=O)NCc1ccc(Cl)cc1)S(=O)(=O)c1cccc2nsnc12
  -2%	2%	6%	4%	-13	-6%	-0.3	-1	0%
> Cc1cccc(C)c1Nc1nnc(SCC(=O)NCCCN2CCCC2=O)s1
  -3%	?	-1%	-20%	/	-3%	/	-3	1%
> CCS(=O)(=O)C(=C1NCCO1)S(=O)(=O)CC
  -3%	0%	12%	3%	-13	-13%	1.5	-2	0%

Additional structures follow:
Fields: GRP78 ERSR act	12-LOX inh	ERG-DNA inh	RGS4 inhibitor	D2 antagonist	Vif-APOBEC3F blk	D2 agonist	LDHA block	Vif-APOBEC3G blk
> COc1cccc(N2CC(NC(=O)c3cc4ccccc4o3)CC2=O)c1 (stereo not drawn)
  0%	-9%	4%	9%	/	0%	-3.5	-4	6%
> COc1ccc(/C=N/NC(=O)c2cccc(S(=O)(=O)N3CCCC3)c2)cc1O
  2%	10%	-3%	15%	-11	-8%	-1.2	1	0%
> CCN(CC)C(=O)Cn1cc(C(=O)C(=O)N2CCN(Cc3ccc4c(c3)OCO4)CC2)c2ccccc21
  -2%	466%[activator]	58%[activator]	6%	11	-1%	1.5	-1	-1%
> CCOc1ccc(-c2nnc3ccc(SCC(=O)Nc4cc(C)on4)nn23)cc1
  -3%	-1%	-6%	4%	21	-2%	-0.7	-13	-1%
> COc1ccc(C(=O)Nc2ccc(S(=O)(=O)Nc3cc(C)nc(C)n3)cc2)c(OC)c1
  -6%	45%[activator]	-8%	-29%	-5	8%	0.4	-3	8%
> CCOc1ccc(S(=O)(=O)NCCC(=O)NC2CCN(Cc3ccccc3)CC2)cc1
  -5%	-18%	4%	11%	7	0%	-0.2	-6	3%
> O=C(c1ccccc1)n1c(=S)nc2ccccn21
  -7%	0%	2%	-5%	-2	1%	-0.8	-2	1%
> COC(=O)c1nc(-c2ccccc2)nc(-c2ccccc2)c1C(=O)OC
  -2%	117%[activator]	-5%	5%	/	16%	/	-10	1%
> CCOc1ccc(NC(=O)CSc2nc3c(c(=O)[nH]2)CCCC3)cc1
  -3%	-10%	-3%	-5%	/	0%	4.3	-8	-1%
> Cc1ccc(NC(=O)C2CCCN(S(=O)(=O)c3c(C)noc3C)C2)c(C)c1 (stereo not drawn)
  -6%	-21%	14%	5%	-21	-8%	-0.3	-1	1%
> O=C(CCNC(=O)c1ccccc1Cl)Nc1ccc(Br)c(C(F)(F)F)c1
  -2%	0%	-7%	11%	-14	-23%	-1.3	-10	-4%
> CCOc1ccc(-c2cnc(NCc3ccc(OC)cc3OC)n2C)cc1
  -3%	?	-2%	11%	/	6%	0.5	-15	3%
> Cc1ccc(Cl)c(NC(=S)N(CCCN2CCOCC2)Cc2ccco2)c1
  0%	6%[57.4 µM]	/	-20%	-1	-2%	0.4	-6	-12%

Screening results from PubChem BioAssay.

Some of the compounds tested; rates above refer to the full screens.
